Screens from PubChem BioAssay.
Tb PYK inh – T. brucei pyruvate kinase inhibition; Q57TT1; AID 624173; 410,000 tested, 0.12% active; TbPYK enzyme, Kinase-Glo Plus ATP luminescence, 45 min; Potency, µM (titrated, usually from 76.8 µM), for the others: top-dose activity, negative = inhibition, usual class: inhibitors; further: potency means the concentration at half of the fitted maximal effect; on the % scale 0 is the no-effect control and ±100 the full control effect; nearly all actives have a fitted effect of over 50% in size
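Activity of T. brucei pyruvate kinase was followed by Kinase-Glo Plus luminescence after the enzyme reacted 45 min at room temperature with 130 uM ADP (final) and substrate. Test compounds were added before ADP at multiple concentrations.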
AMA1-RON2 inh – disrupts binding of P. falciparum AMA1 to RON2. AlphaScreen AMA1-biotinylated RON2 peptide binding. Potency, µM (series often up to 58.2 µM), for inactives: at the highest dose activity change, negative = inhibition, usual class: inhibitors. 360,000 tested, 0.2% active. AID 720542;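 further: potency means the concentration at half of the fitted maximal effect; 0% = vehicle wells and -100% = peptide control; nearly all actives have a fitted effect of over 45% in size; some results filed as inactive show a strong effect at the top dose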
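AMA1 (3D7) with his tag at 25 nM final met compounds first, then biotinylated RON2 peptide at 25 nM; detection used donor plus acceptor beads, 10 µg/mL apiece, read by AlphaScreen after 30 min at room temperature.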
LmPK inhibitor – inhibitors of Leishmania mexicana pyruvate kinase; Q27686; AID 1721; 290,000 tested, 0.37% active; Potency, µM (highest dose often 57.5 µM), inactives show at the highest dose activity change, negative = inhibition, most hits filed as inhibitors; purified LmPK, Kinase-Glo ATP luminescence, 1 h; further: potency means the concentration at half of the fitted maximal effect; on the % scale 0 is the no-effect control and ±100 the full control effect
Target sequence (Q27686 whole entry, looked up): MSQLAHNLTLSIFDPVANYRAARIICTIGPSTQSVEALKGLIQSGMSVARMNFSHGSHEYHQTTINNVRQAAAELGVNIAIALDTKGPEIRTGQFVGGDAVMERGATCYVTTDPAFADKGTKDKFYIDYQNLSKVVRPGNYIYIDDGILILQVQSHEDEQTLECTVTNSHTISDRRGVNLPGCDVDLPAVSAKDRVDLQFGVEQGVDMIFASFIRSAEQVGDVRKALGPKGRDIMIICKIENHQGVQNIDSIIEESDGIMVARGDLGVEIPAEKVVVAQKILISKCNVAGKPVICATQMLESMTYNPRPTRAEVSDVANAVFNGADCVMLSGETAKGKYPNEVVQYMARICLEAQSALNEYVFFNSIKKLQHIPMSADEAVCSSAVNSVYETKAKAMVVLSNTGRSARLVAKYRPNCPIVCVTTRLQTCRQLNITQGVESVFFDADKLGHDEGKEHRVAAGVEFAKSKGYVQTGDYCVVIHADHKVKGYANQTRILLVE
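Screened at intermediate enzyme activity to detect both inhibitors and activators: LmPK at 0.1 nM, with a 0.5 nM enzyme column as activation reference. PEP 0.5 mM, ADP 0.1 mM; ATP detected by luminescence after 1 h.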
Pf growth 96h – P. falciparum growth inhibition at 96 hour, primary screen for plastid delayed-death inhibitors; P. falciparum luciferase reporter growth, 96 h; 320,000 tested, 6.9% active; Potency, µM (series often up to 28.7 µM), inactives show at the top dose activity change, negative = inhibition, actives largely listed as inhibitors; AID 504834; further: potency means the concentration at half of the fitted maximal effect; on the % scale 0 is the no-effect control and ±100 the full control effect
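Two parasite generations (96 h, 37 C, 5% CO2) of compound exposure in infected erythrocytes (0.05% parasitemia, 2% hematocrit). Luciferase-reporter P. falciparum; decreased luminescence indicates inhibited growth, aimed at apicoplast-acting delayed death.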
Pf growth 48h – P. falciparum growth inhibition at 48 hours (one generation) | Potency, µM (top dose mostly 28.7 µM), without a hit: top-dose activity change, negative = inhibition, actives largely listed as inhibitors | P. falciparum luciferase growth in erythrocytes, 48 h | AID 504832 | 310,000 tested, 5.9% active; further: potency means the concentration at half of the fitted maximal effect; on the % scale 0 is the no-effect control and ±100 the full control effect
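Parasite viability was followed by luminescence of a genomically integrated firefly luciferase. Cultures held 0.1% parasitemia at 2% hematocrit (final), incubated under 5% CO2 at 37 C.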
Shiga inhibitor – inhibitors of Shiga toxin in Vero cells. 290,000 tested, 9.2% active. Vero cells, Shiga toxin protein synthesis inhibition reporter. inhibition, % at 38.7 µM; in the data active means inhibition mostly above about 28%, no sharp cut-off; inactive means mostly below about 43%; further: 0% is about no effect
Cycloheximide cs – counter-screen hit for Shiga toxin inhibitors, cycloheximide. 300,000 tested, 12% active. cell reporter, cycloheximide protein synthesis inhibition counterscreen. max response, %. AID 2314; in the data active means max response mostly above about 13%, no sharp cut-off; inactive means mostly below about 14%; further: read at 38.3 µM for the half of the compounds with a filed dose; 0% is about no effect
Starred values were filed as active, the others as inactive; ? = inconclusive; / = no result given; & = joins results of further samples; [ ] = another dose, or the depositor's remark. Unless noted, the call rests on the fitted dose curve; in most records, active means well fitted curve in the direction sought with a large enough effect; inconclusive means small, poorly fitted or top-dose-only effect, or another doubt; inactive means no such curve, though single readings can be large; an effect the other way counts as inactive or inconclusive.

| SMILES | Tb PYK inh | AMA1-RON2 inh | LmPK inhibitor | Pf growth 96h | Pf growth 48h | Shiga inhibitor | Cycloheximide cs |
| --- | --- | --- | --- | --- | --- | --- | --- |
| O=c1oc(-c2ccc(Cl)c(Cl)c2)nn1-c1ccc(C(F)(F)F)cn1 | -3% | 78%[activator] | 5% | -29% | ? | -16 | -2 |
| COc1ccc(N(CC(=O)N2CCc3ccccc3C2)S(C)(=O)=O)cc1 | 1% | -6% | 4% | 5% | / | 2 | 6 |
| CCOC(=O)C1=C(c2ccccc2)O/C(=C(/C#N)C(F)(F)F)S1 | / | / | -10% | / | 9.3µM* | 35 | 8 |
| CCC(C)(C)NC(=O)CN(C(=O)c1snc(C(N)=O)c1N)c1ccc(OC)c(OC)c1 | 0% | 0% | 5% | 42%[activator] | / | -17 | 9 |
| COc1ccccc1NC(=O)CSc1nnc(CNC(=O)COc2ccc(Cl)cc2)o1 | -6% | 4% | 1% | / | 1% | 8 | 4 |
| O=C(O)c1cc(S(=O)(=O)N(Cc2ccccc2)c2ccccc2)ccc1Cl | -4% | -3% | -1% | 69%[activator] | 1% | -8 | -1 |
| O=S(=O)(NCc1ccccc1Br)c1ccccc1Br | 4% | -4% | / | -13% | -6% | / | / |
| COC(=O)c1sccc1NC(=O)CC1C(=O)NCCN1C(=O)Nc1cc(Cl)ccc1OC (centres undefined) | -4% | -11% | 2% | ? | -19% | 26 | 11 |
| Cc1ccc(C(=O)CSc2nnc(-c3ccccc3)o2)cc1 | 2% | -1% | 0% | 9% | 26% | 6 | -2 |
| CN1CCc2c(sc3c2c(=O)n(-c2ccccc2)c2nnc(SCc4ccc(Cl)cc4)n32)C1 | ? | -2% | 3% | / | ? | -11 | -2 |
| CNc1nc(N)c([N+](=O)[O-])c(NC2CCCCC2)n1 | 1% | 4% | -5% | ? | -27% | -13 | -12 |
| Cc1noc(C)c1S(=O)(=O)N1CCCC(C(=O)NCCc2ccc(Cl)cc2)C1 (centres undefined) | 6% | -5% | 8% | / | 12µM* | 12 | 6 |
| COc1cccc(CNc2ccc([N+](=O)[O-])c(NCC(=O)O)n2)c1 | 4% | 6% | 0% | 8% | 5% | -6 | -4 |
| Cc1cccc(C)c1OCc1nnc(SCC(=O)NCCc2ccccc2)o1 | -3% | 14% | 1% | / | -9% | 15 | -4 |
| Cc1ccccc1N(CC(=O)NCC1CCCO1)C(=O)CCC(=O)Nc1nccs1 (centres undefined) | -7% | -1% | 2% | 0% | 5% | 14 | -4 |
| O=c1cc(CN2CCN(Cc3ccccc3)CC2)c2cc(O)ccc2o1 | 6% | -2% | 0% | ? | -24% | 14 | 1 |
| O=C(NCc1nc(-c2ccccc2)no1)c1cccs1 | 1% | 31%[activator] | 0% | / | 3% | 29 | 7 |
| COc1ccc(-c2cn3cccnc3n2)cc1NC(=O)c1cc(OC)c(OC)c(OC)c1 | -4% | 4% | 1% | ? | 0% | 20 | 17 |
| CN1CCN(NS(=O)(=O)c2ccc(Cl)cc2)CC1 | -3% | 32%[activator] | 6% | -2% | 13% | -13 | -1 |
| CCN(CC(=O)Nc1cc(C)nn1-c1nc(C)cc(C)n1)Cc1ccccc1 | 4% | -5% | -5% | 4.1µM* | / | -17 | -4 |

Part of the list above, with values under each structure.
Results follow in this order: Tb PYK inh, AMA1-RON2 inh, LmPK inhibitor, Pf growth 96h, Pf growth 48h, Shiga inhibitor, Cycloheximide cs
> Cc1cccc(C)c1OCc1nnc(SCC(=O)NCCc2ccccc2)o1
→ -3%, 14%, 1%, /, -9%, 15, -4
> COC(=O)c1sccc1NC(=O)CC1C(=O)NCCN1C(=O)Nc1cc(Cl)ccc1OC (centres undefined)
→ -4%, -11%, 2%, ?, -19%, 26, 11
> COc1cccc(CNc2ccc([N+](=O)[O-])c(NCC(=O)O)n2)c1
→ 4%, 6%, 0%, 8%, 5%, -6, -4
> O=c1cc(CN2CCN(Cc3ccccc3)CC2)c2cc(O)ccc2o1
→ 6%, -2%, 0%, ?, -24%, 14, 1

Following part.
| SMILES | Tb PYK inh | AMA1-RON2 inh | LmPK inhibitor | Pf growth 96h | Pf growth 48h | Shiga inhibitor | Cycloheximide cs |
| --- | --- | --- | --- | --- | --- | --- | --- |
| Oc1cccc2c(-c3nn[nH]n3)ccnc12 | -8% | / | / | ? | ? | / | / |
| Cc1cccc(C(C)C)c1NC(=O)c1cccnc1 | 1% | -15% | -5% | 12µM* | 15% | 2 | -1 |
| COC(=O)C1=CN(c2ccc(F)cc2)C=C(C(=O)OC)C1c1ccc(O)cc1 | 1% | 16% | 2% | 0% | 10%[0.00184 µM] | 27 | 7 |
| CC(C)(C)OC(=O)N/N=C/c1cc(N=Nc2ccccc2)ccc1O | -2% | 39%[activator] | 1% | ? | ? | -8 | -2 |
| Cc1cc(Cl)ccc1OCC(=O)OCC(=O)Nc1cccnc1Cl | -8% | -4% | / | 9% | -14% | / | / |
| CC1CCc2nn(CC(=O)N3CCc4ccccc43)cc2C1 (centres undefined) | 1% | -8% | 4% | 10µM* | / | -4 | -4 |
| COc1cc(OC)c(C2N(c3ccccn3)C(=O)C3CCCN32)cc1OC (centres undefined) | 1% | 1% | -3% | 84%[activator] | 64%[activator] | -11 | -3 |
| CCOc1c([N+](=O)[O-])cc2c(C)c(C(=O)N3CCN(C)CC3)oc2c1OCC | -3% | -4% | 10% | -10% | -17% | -13 | -5 |
| COC(=O)c1ccccc1NC(=O)COC(=O)CSCC(=O)N1CCOCC1 | -15% | ? | 0% | -8% | 29% | -9 | -2 |
| CN(C)c1cc[n+](CC(=O)Nc2ccc(Cl)c([N+](=O)[O-])c2)cc1 | -5% | -1% | -2% | -18% | 1.2µM* | / | -3 |
| CCc1ccc2nc(Nc3nc(COC)cc(=O)[nH]3)nc(C)c2c1 | 3% | 7% | -1% | -25% | ? | -6 | -1 |
| O=C(NCc1nc(-c2ccccc2)no1)c1ccc2c(c1)OCO2 | 4% | -11% | -2% | / | 16% | -12 | 13 |
| CCOc1ccc(Br)cc1S(=O)(=O)NCc1ccc(S(N)(=O)=O)cc1 | -9% | 24% | 0% | -19% | -7% | -8 | -2 |
| COc1cc(NS(=O)(=O)c2ccc(NC(=S)NC(=O)/C=C/c3ccco3)cc2)ncn1 | -18% | ? | 1% | ? | ? | -11 | 8 |
| CCc1nn(CC(=O)N2CCC3(CC2)OCCO3)c(=O)c2cccn12 | -3% | -2% | 6% | 4% | 24% | -4 | 6 |
| O=C(CSc1nnc(-c2cccs2)o1)N1CCOCC1 | -3% | 11% | 2% | -17% | 44%[activator] | -5 | -2 |
| O=C1NCCCc2c1oc1cc(Br)c(O)c(Br)c21 | -11% | ? | -6% | -4% | 16% | -13 | 13 |
| CCCc1cc(C(=O)N(C)CC(=O)Nc2ccc(OCC)c(OCC)c2)sc1C | 3% | 7% | / | ? | ? | / | / |
| O=C(c1ccc(S(=O)(=O)N2CCCC2)cc1)N1CCN(c2cccc(Cl)c2)CC1 | -2% | -4% | 5% | ? | ? | -9 | -2 |
| CN(CC(=O)Nc1ccccc1Cl)C(=O)c1ccc(COc2ccccc2)cc1 | 1% | -2% | / | 16% | -12% | / | / |
| O=C(O)CC1NC(=S)N(c2ccccc2)C1=O (centres undefined) | -11% | 76%[activator] | 7% | 17% | 5% | -4 | -2 |
| CC1CCN(C(=S)c2cccc(O)c2)CC1 | -11% | 3% | -6% | 18% | 5% | -8 | -3 |
| O=C(COC(=O)C1(c2ccccc2F)CCCC1)N1CCNC1=O | -6% | 22% | / | 5% | ? | / | / |
| CCOC(=O)c1cnc2ccc(OCC)cc2c1N1CCN(C)CC1 | 1% | -9% | 4% | 0% | 8.3µM* | 15 | -1 |
| CCOC(=O)CNCCC(=O)c1ccc(Br)cc1 | -9% | -4% | -1% | -28% | -11% | -9 | 1 |
| O=C1C(c2ccccc2)=C(N2CC2)c2ccccc21 | 1% | 28µM* | 0% | 3.7µM* | 5.9µM* | 41 | 16 |
| O=C(COc1ccccc1)Nc1ccc2[nH]ncc2c1 | 2% | 0% | 2% | 29% | -11% | -3 | -1 |
| CCn1c(SC2CCOC2=O)nnc1-c1ccc(Cl)cc1 (centres undefined) | -7% | -5% | -1% | 42%[activator] | 0% | -4 | -9 |
| COc1cc(/C=C2/C(=N)N3N=C(CC(=O)N4CCOCC4)SC3=NC2=O)ccc1OCc1ccc(F)cc1 | 8% | 90%[activator] | -11% | ? | 3% | 106* | 40* |
| O=C(NCCc1ccccc1)c1cc(-c2ccc3c(c2)OCO3)on1 | 2% | 0% | 3% | ? | 31%[activator] | 0 | -3 |
| COc1ccc(-c2ccc3c(n2)sc2c(=O)[nH]c(=O)[nH]c23)cc1OC | / | / | -12% | 81%[activator] | 15% | 4 | 17 |
| Cc1cccc(NC(=O)CCC(=O)N/N=C/c2ccc(O)cc2O)c1 | -2% | 77%[activator] | 2% | ? | ? | 2 | -1 |
| Cc1ccccc1-c1nc(CS(=O)(=O)CC(=O)N2CCOCC2)c(C)o1 | 6% | 5% | -7% | ? | 65%[activator] | -7 | 4 |
| CCn1c(SCC(=O)NCCOC)nc2sc(C)c(C)c2c1=O | / | / | 1% | 10% | -2% | 21 | -3 |
| COc1ccc(-c2noc(N3CCC(C(=O)Nc4cccc(OC)c4)CC3)n2)cc1 | 0% | 6% | -9% | 41%[activator] | ? | 25* | 11* |
| COc1ccc(S(=O)(=O)N2CCCC2CNC(=O)C(=O)NCc2ccc(C)cc2)cc1 (centres undefined) | -3% | 18% | / | ? | ? | / | / |
| CCCC[n+]1ccn(-c2nc3ccccc3nc2[N-]S(=O)(=O)c2cccs2)c1 | 1% | 17% | -2% | 5.9µM* | ? | 11 | 2 |
| COC(=O)C1C2CCC(C2)C1C(=O)OCC(=O)c1ccc(C)cc1 (centres undefined) | -9% | 3% | 5% | 24% | / | 22 | 14 |
| C=C(C)c1cccc(C(C)(C)NC(=O)Nc2ccc(OC)nc2)c1 | -3% | 0% | 6% | ? | ? | -4 | 3 |
| N#Cc1ccc(C23CC4(C2)[C@H](CN(Cc2ccc(-c5ccccc5)cc2)[C@@H]4c2ccccc2)C3c2ccc(C(F)(F)F)cc2)cc1 (some centres undefined) | 6% | -3% | -2% | ? | 15µM* | -5 | -3 |
| O=C(NC(CC(=O)N1CCN(c2ccccc2)CC1)c1ccccc1)c1ccccc1Cl (centres undefined) | 7% | 1% | 2% | ? | ? | -2 | -3 |
| O=C(c1ccco1)N1CCN=C1SCc1cccc(F)c1 | 3% | 14% | -3% | ? | / | 15 | 7 |
| Cn1c(=O)c(=O)n(C)c2cc(S(=O)(=O)N3CCCC3C(=O)NCc3cccnc3)ccc21 (centres undefined) | -10% | 19% | 0% | 2% | 7% | -3 | -1 |
| CCOC(=O)CNS(=O)(=O)c1ccc(C)cc1 | -3% | -1% | 2% | 211%[activator] | -3% | -15 | -4 |
| Clc1ccc(-n2c(SCc3nc4ccccc4[nH]3)nnc2-c2ccncc2)cc1 | -17% | 18% | 2% | 46%[activator] | 22% | 16 | -2 |
| O=C(Cc1cc(=O)[nH][nH]1)N/N=C/c1cccc(Cl)c1Cl | -4%&3% | 75%&53%[activator] | 8%&-4% | ? | ? | -2&0 | -4&-1 |
